ARNT TACC3 PPI – disruptors of ARNT/TACC3 protein interaction, primary screen, biochemical, AlphaScreen, single concentration; Transforming acidic coiled-coil-containing protein 3 (Homo sapiens), Q9Y6A5; AlphaScreen His-ARNT PAS-B/GST-TACC3 binding, luminescence; TACC3 fragment carries E629A point mutation; inhibition, % at 9.99 µM; 0.66% of 390,000 active;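 active = mean inhibition of replicates at least 50% and at least half of replicates each reaching 50%; inconclusive = half or more replicates reach 50% but mean below 50%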;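 also: 0% = complete ARNT plus TACC3 wells and 100% = ARNT alone without TACC3; many hits fall short of the cut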
E-selectin induc – E-selectin induction in HUVECs, primary screen, imaging, HUVEC, immunofluorescence imaging, single point | P16581 | normalized: neutral wells 0, TNF-alpha wells 100 | activation, % at 7.58 µM | 0.37% of 260,000 active | AID 686992, 2013;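 active = mean E-selectin-positive cell signal at least 10% of the positive control, reached in at least 60% of replicates, without over 20% cell loss; inconclusive = no rule given, readout overlaps actives, possibly toxicity-flagged; inactive = the rest, including those meeting only one limit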;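 also: in these data hits start at about 27%; measured in HUVEC primary endothelial cells; signal is the percent of cells scored E-selectin positive by PE staining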
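Assay system: HUVEC primary endothelial cells. Input: 3,000 HUVEC seeded per well. Doses: one compound dose added by pin transfer. Read-out basis: % PE-positive cells. Benchmarks: TNF-alpha high, DMSO low. Detection: immunofluorescence imaging. Buffer or medium: EGM-2, gelatin.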
PglD DTNB – C. jejuni PglD acetyltransferase inhibitors, primary screen, biochemical, DTNB colorimetric, single point. UDP-N-acetylbacillosamine N-acetyltransferase PglD (Campylobacter jejuni). purified PglD enzyme, DTNB colorimetric CoA detection. inhibition, % at 12.5 µM. 0.098% of 360,000 active; in the data active = inhibition above about 16%, passing the limit was not always enough; inconclusive = no clear call, values can overlap the other calls; also: strong numbers were not always called active
RAD52 inh – RAD52 DNA annealing inhibitors, primary screen, biochemical, FRET, single point, set 2. 0.46% of 360,000 active. inhibition, % at 18.7 µM. DNA repair protein RAD52 homolog (Homo sapiens), P43351. AID 651710, 2012. recombinant RAD52 DNA annealing, FRET fluorescence;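 active = every replicate showing at least 50% inhibition; inconclusive = mean inhibition at least 50% but not in every replicate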
esBAF inh – Bmi1 luciferase reporter increase in mESCs, primary screen, esBAF inhibitor project, mouse ES cells, Bmi1 luciferase knock-in, single point; 2% of 350,000 active; reporter increase, % at 12.5 µM; 24 h; 100% = twice the neutral-well signal; in the data active = activation above about 40%; inconclusive = no clear call, values can overlap the other calls;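 also: 0% = median of the plate's neutral control wells and 100% = double that signal; a rise in the Bmi1 reporter signal indicates esBAF inhibition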
RAD54 branch – inhibitors of human RAD54 branch migration, primary screen, biochemical, fluorescence, single point; 0.14% of 360,000 active; inhibition, % at 10.4 µM; RAD54 Holliday junction branch migration, FAM/BHQ fluorescence;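 active = mean normalized replicate activity at least 40 and at least half of replicates scoring 40 or more; inconclusive = only one of the two criteria met; inactive = mean below 40 and under half of replicates reaching 40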;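 also: 0% = median of neutral control wells and 100% = median of positive control wells; inhibitors cause a drop in the FAM fluorescence signal; in these data hits start at about 50%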
ERp5 block – inhibitors of ERp5-driven insulin aggregation, primary screen, biochemical, turbidity, absorbance 650 nm, single point; Protein disulfide-isomerase A6 (Homo sapiens), Q15084; 0.05% of 350,000 active; inhibition, % at 9.99 µM; 90 min;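 active = mean replicate inhibition above about 25%, with every replicate also reaching it, limit read from the data, passing the limit was not always enough; inconclusive = only one of those two criteria met; inactive = neither criterion met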
Target sequence (Q15084 whole entry, looked up): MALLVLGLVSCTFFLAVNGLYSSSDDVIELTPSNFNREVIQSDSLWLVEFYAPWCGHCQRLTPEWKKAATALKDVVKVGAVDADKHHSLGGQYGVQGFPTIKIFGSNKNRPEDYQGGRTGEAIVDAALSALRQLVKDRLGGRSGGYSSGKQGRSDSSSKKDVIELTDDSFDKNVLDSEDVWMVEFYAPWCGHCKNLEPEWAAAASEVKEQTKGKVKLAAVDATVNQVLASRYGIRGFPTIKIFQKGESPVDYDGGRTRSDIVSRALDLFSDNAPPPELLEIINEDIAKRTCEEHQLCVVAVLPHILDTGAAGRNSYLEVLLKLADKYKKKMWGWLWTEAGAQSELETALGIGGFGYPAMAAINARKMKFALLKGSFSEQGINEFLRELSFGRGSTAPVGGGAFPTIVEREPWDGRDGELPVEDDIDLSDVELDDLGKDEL
Casp6 inh – human caspase-6 inhibitors, primary screen, biochemical, VEID-R110 fluorescence, single point, set 2. purified caspase-6, Z-VEID-R110 cleavage fluorescence. P55212. 0.53% of 350,000 active. inhibition, % at 12.5 µM;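 active = mean inhibition across replicates at least about 35%, with every replicate also reaching that limit, limit read from the data; inconclusive = only one of the two criteria met; inactive = neither criterion met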;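 also: 0% = median of neutral control wells and 100% = no fluorescence left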
Target sequence (P55212 24-179 limits assumed): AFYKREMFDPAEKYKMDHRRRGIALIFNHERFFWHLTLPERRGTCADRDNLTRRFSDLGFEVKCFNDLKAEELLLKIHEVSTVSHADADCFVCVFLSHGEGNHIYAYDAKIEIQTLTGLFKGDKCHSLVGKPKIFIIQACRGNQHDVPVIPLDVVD
Target sequence (P55212 194-293 limits assumed): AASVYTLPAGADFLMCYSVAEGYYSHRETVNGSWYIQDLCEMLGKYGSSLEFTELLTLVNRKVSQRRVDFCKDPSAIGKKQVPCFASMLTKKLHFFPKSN
Active calls of the source: *; ? = inconclusive; / = no result given. Outcome played no part in choosing rows, and some 3.2% of all compounds hit somewhere here.

SMILES	ARNT TACC3 PPI	E-selectin induc	PglD DTNB	RAD52 inh	esBAF inh	RAD54 branch	ERp5 block	Casp6 inh
CCOC(=O)CSC1=N/C(=C\c2ccc(OC)c(OC)c2)C(=O)N1C	25	/	-3	-15	/	-6	-7	-1
O=C(C[C@H]1C=C[C@H](NS(=O)(=O)c2ccc(F)cc2)[C@H](CO)O1)N1CCN(c2ccccc2)CC1	52*	0.0	0	-17	1	-3	-4	-1
CC(=O)C(C)n1cnc2scc(-c3ccc(C)cc3)c2c1=O (centres undefined)	-4	/	-6	-10	-3	-1	0	1
COc1ccc(/C=N/NC(=O)Cc2n[nH]c(=O)[nH]c2=O)cc1	11	-0.3	0	-1	-5	6	-5	2
O=C(COC(=O)C1(c2cccc(F)c2)CCCC1)NCc1cccs1	-6	-0.8	1	-14	/	2	1	10
O=C1C=C(C2OC(CO)C(O)C2O)C(=O)N1 (centres undefined)	-14	/	9	-1	-1	2	2	-2
CCC(=O)N1CC(=O)N2[C@H](C1)[C@@H](c1ccc(C#CC(C)C)cc1)[C@@H]2CO	/	3.5	/	9	/	/	-1	-3
C#CCOCCOCCOCCNc1nc(N2CCN(C(=O)C([C@@H](C)CC)n3cc(C(N)Cc4ccc(O)cc4)nn3)CC2)nc(N2CCN(C(=O)[C@H](CCC(=O)O)n3cc(C(N)CC(C)C)nn3)CC2)n1 (some centres undefined)	17	-0.1	-6	-7	2	5	-1	1
N#C[C@H]1[C@@H](c2ccccc2)[C@@H](CO)N1C(=O)c1ccccc1F	-1	-0.1	58	-1	-2	8	2	-4
Cc1cc(CN2C(=O)c3ccccc3C2=O)cc(N2CCOCC2)c1	-14	/	5	-9	4	5	-5	3
CNC[C@H]1Oc2ccc(NC(=O)Cc3ccccc3)cc2C(=O)N([C@H](C)CO)C[C@@H]1C	-2	-0.1	0	10	-4	-10	-1	0
Oc1cccnc1SCc1ccccc1	2	0.4	-3	-2	19	2	2	4
COC(=O)c1ccc(/C=C/c2c(-c3ccc(OC)cc3)oc3ccccc23)cc1	5	0.1	4	-12	-5	-4	-1	0
CCn1cnc2sc(C(=O)Oc3cccc(C)c3)c(C)c2c1=O	/	/	8	-18	?	-4	2	0
CCc1nc(SCC(=O)c2ccc(C)c(C)c2)n[nH]1	-4	/	3	/	9	3	/	/
C[C@@H]1CN([C@@H](C)CO)C(=O)c2cc(NC(=O)Nc3cccc4ccccc34)ccc2O[C@H]1CN(C)Cc1ccc2c(c1)OCO2	-3	/	2	7	-10	29	-1	2
O=C1O/C(=C/c2ccccc2)N=C1c1ccccc1	-9	-1.2	-1	-21	/	-1	-5	-9
C/C=C/C(=O)OCC(=O)Nc1cc(-c2cc(C)c(C)cc2C)nn1-c1ccccc1	/	0.4	-3	-49	-2	5	-1	-1
CCCCCCc1cc2cc(-c3nnc(-c4ccccc4O)o3)c(=O)oc2cc1O	-10	/	2	/	-38	3	/	/
O=C(NCc1ccccc1Cl)C1CCCN(S(=O)(=O)c2cccc3nsnc23)C1 (centres undefined)	-2	/	0	-55	1	-4	-6	0

Shown with two lines to a compound: eleven of the compounds above
Values in the order – ARNT TACC3 PPI | E-selectin induc | PglD DTNB | RAD52 inh | esBAF inh | RAD54 branch | ERp5 block | Casp6 inh
CCC(=O)N1CC(=O)N2[C@H](C1)[C@@H](c1ccc(C#CC(C)C)cc1)[C@@H]2CO
    / | 3.5 | / | 9 | / | / | -1 | -3
C#CCOCCOCCOCCNc1nc(N2CCN(C(=O)C([C@@H](C)CC)n3cc(C(N)Cc4ccc(O)cc4)nn3)CC2)nc(N2CCN(C(=O)[C@H](CCC(=O)O)n3cc(C(N)CC(C)C)nn3)CC2)n1 (some centres undefined)
    17 | -0.1 | -6 | -7 | 2 | 5 | -1 | 1
N#C[C@H]1[C@@H](c2ccccc2)[C@@H](CO)N1C(=O)c1ccccc1F
    -1 | -0.1 | 58 | -1 | -2 | 8 | 2 | -4
Cc1cc(CN2C(=O)c3ccccc3C2=O)cc(N2CCOCC2)c1
    -14 | / | 5 | -9 | 4 | 5 | -5 | 3
CNC[C@H]1Oc2ccc(NC(=O)Cc3ccccc3)cc2C(=O)N([C@H](C)CO)C[C@@H]1C
    -2 | -0.1 | 0 | 10 | -4 | -10 | -1 | 0
Oc1cccnc1SCc1ccccc1
    2 | 0.4 | -3 | -2 | 19 | 2 | 2 | 4
COC(=O)c1ccc(/C=C/c2c(-c3ccc(OC)cc3)oc3ccccc23)cc1
    5 | 0.1 | 4 | -12 | -5 | -4 | -1 | 0
CCn1cnc2sc(C(=O)Oc3cccc(C)c3)c(C)c2c1=O
    / | / | 8 | -18 | ? | -4 | 2 | 0
CCc1nc(SCC(=O)c2ccc(C)c(C)c2)n[nH]1
    -4 | / | 3 | / | 9 | 3 | / | /
C[C@@H]1CN([C@@H](C)CO)C(=O)c2cc(NC(=O)Nc3cccc4ccccc34)ccc2O[C@H]1CN(C)Cc1ccc2c(c1)OCO2
    -3 | / | 2 | 7 | -10 | 29 | -1 | 2
O=C1O/C(=C/c2ccccc2)N=C1c1ccccc1
    -9 | -1.2 | -1 | -21 | / | -1 | -5 | -9

Further compounds follow.
SMILES	ARNT TACC3 PPI	E-selectin induc	PglD DTNB	RAD52 inh	esBAF inh	RAD54 branch	ERp5 block	Casp6 inh
CCc1ccc(OCCNC(=O)c2cccs2)cc1	2	/	1	/	28	-3	/	/
CCOc1ncccc1C(=O)OCc1csc(CC(=O)Nc2ccccc2C)n1	1	0.2	10	-26	-3	10	1	0
CC(OC(=O)c1ncc(Cl)c(Cl)c1Cl)C(=O)NC1(C#N)CCCCC1 (centres undefined)	0	/	-3	-8	-2	6	1	4
CCOC(=O)/C(=C/C=C/c1ccccc1)NC(=O)c1ccccc1	/	0.1	/	-44	/	/	1	-1
Cc1ccc(S(=O)(=O)NCCC(=O)NNC(=O)c2ccccc2O)cc1C	2	-1.2	-1	-16	-16	-6	2	-4
O=C(NCC1CC1)[C@H]1[C@H](CO)[C@H]2Cn3c(ccc(-c4cccnc4)c3=O)[C@H]2N1Cc1cocn1	-2	0.4	1	-6	-2	2	-1	-1
C=C1CCN(Cc2ccccc2)S(=O)(=O)c2ccccc21	0	-0.1	2	-9	0	3	-3	3
CNC[C@@H]1Oc2ccc(NS(=O)(=O)c3c(C)noc3C)cc2C(=O)N([C@@H](C)CO)C[C@@H]1C	-3	0.1	0	-3	4	6	9	-1
CCc1cccc2c(=O)c(C(=O)NCCCOC)c[nH]c12	-7	/	/	-13	/	/	-3	-3
CCCN1CCN(C(=O)c2ccc3nc(CC)c(CC)nc3c2)CC1	-5	-0.1	0	-16	-6	0	4	1
CC1(C)CC(=O)C(CO)=C(c2cccc3ccccc23)C1=O	-4	-0.1	-8	-13	-2	0	-4	-1
CCOC(=O)c1cc(NC(=O)c2ccc(C)cc2)c(=O)oc1C(F)(F)F	/	5.4	/	-14	/	/	0	0
O=C(Cc1cccnc1)N1CC2(C1)[C@H](c1ccccc1)[C@@H](CO)N2C(=O)C1CCCC1	/	0.0	/	2	/	/	2	-1
COc1ccc(CN2C[C@H](C)[C@@H](OC)CN(C)C(=O)c3cc(NC(=O)c4nc5ccccc5s4)ccc3OC[C@H]2C)cc1	14	-0.2	0	0	-1	5	-1	-3
CC1(C)Oc2ccc3ccc(=O)oc3c2/C(=C/N)C1=O	-3	/	-1	-12	-17	-1	-10	3
CCCCNC(=O)c1nc(C2CCN(S(=O)(=O)c3ccccc3)CC2)oc1-c1cccc(C(F)(F)F)c1	/	-0.1	-6	-17	-5	5	-1	-1
CN1CCN(c2ncnc3c2ncn3[C@H]2CN(Cc3cccnc3)C[C@@H](CO)O2)CC1	/	0.0	1	-5	-1	-5	7	-9
C[C@@H]1CN([C@H](C)CO)C(=O)c2cc(NC(=O)Nc3ccc(F)cc3)ccc2O[C@@H]1CN(C)S(=O)(=O)c1ccccc1	-2	0.1	4	-16	0	-5	-5	3
N#Cc1cc2sc3nnc(-c4ccncc4)n3c2cc1C#N	/	/	-2	8	/	12	-2	-1
O=C(CC1C(=O)NCCN1Cc1cccc(Oc2ccccc2)c1)NCCc1cnccn1 (centres undefined)	3	-0.5	2	-30	-5	2	-1	-4
CCOC(=O)c1c(NC(=O)CSc2nnc(-c3ccncc3)n2Cc2ccco2)sc(C)c1C	-59	/	2	/	-2	3	/	/
COc1ccc(C(=O)Nc2ccc(S(=O)(=O)N3CCOCC3)cc2)cc1OC	8	/	3	/	5	2	/	/
CC(=O)N(CC(=O)O)c1ccccc1C(=O)O	-6	/	-2	/	-3	-3	/	/
CCCC#Cc1cnc2c(c1)C(=O)N([C@H](C)CO)C[C@@H](C)[C@@H](CN(C)C(=O)Nc1c(C)noc1C)O2	-5	-0.1	1	-3	7	-3	-9	-1
Cc1c(OCC(=O)NC(Cc2ccc(Cl)cc2)C(=O)O)ccc2c3c(c(=O)oc12)CCCC3 (centres undefined)	8	/	1	-5	-5	/	5	1
COc1ccc(C#Cc2ccc3c(c2)[C@]2(C(=O)N3)[C@H](C(=O)N3CCc4cc(OC)c(OC)cc4C3)[C@H]3C(=O)O[C@H](c4ccccc4)[C@H](c4ccccc4)N3[C@@H]2c2ccc(OCCO)cc2)cc1	-3	/	1	-202	/	-24	3	-4
O=[N+]([O-])c1ccc2nc(-c3ccc(Cl)cc3)n(OCc3ccccc3)c2c1	12	/	7	/	68*	-3	/	/
N/C(=N\OC(=O)COc1ccc([N+](=O)[O-])cc1)c1ccncc1	-7	/	/	-10	/	/	-7	-3
Cc1oc(-c2cc3c(cc2Cl)OCO3)nc1CN1CCCC(C(=O)N2CCOCC2)C1 (centres undefined)	8	/	/	-11	/	/	-2	0
NNC(=O)CNC(c1ccccc1)c1cc(Br)ccc1NC(=O)c1cccc(Cl)c1 (centres undefined)	-16	/	0	-9	7	14	7	-1
COCCn1c(SCC(=O)Nc2ccc(C(C)=O)cc2)nc2c([nH]c3ccccc32)c1=O	-12	0.0	1	3	6	-23	3	-5
Oc1ccc(/C=N/N2CCN(C3c4ccccc4-c4ccccc43)CC2)cc1	-5	0.0	/	-4	-14	/	5	-1
CCN(CC)S(=O)(=O)c1cc(NC(=O)C(C)N2CCN(c3ccccn3)CC2)ccc1C (centres undefined)	2	13	4	-20	8	8	0	2
COc1ccc(-c2noc(CN(C)CCC3CCCCO3)n2)cc1 (centres undefined)	1	/	-7	-5	1	2	-5	-1
CCNC(=O)C1(C)CCN(C(=O)c2ccc(OC)c(OC)c2)C1 (centres undefined)	/	-0.1	1	-4	6	23	-3	0
Cc1noc(C)c1NC(=O)Nc1cccc2c1O[C@@H](CN(C)C(=O)Nc1ccc(C(F)(F)F)cc1)[C@@H](C)CN([C@@H](C)CO)C2=O	2	0.0	3	-2	5	3	-9	0
CC(C)NC(=O)N1CC2(C1)[C@H](c1ccccc1)[C@@H](CO)N2C(=O)C1CCC1	/	0.1	/	-15	/	/	-3	1
COc1ccc(N(C)S(=O)(=O)c2cccc(C(=O)NCC(c3ccco3)N3CCCC3)c2)cc1 (centres undefined)	0	-0.7	4	-94	4	-2	-12	-1

Bioassay records from PubChem BioAssay.
